Bioassay records: PubChem, National Center for Advancing Translational Sciences (NCATS)
NTMT1 inh = NTMT1 methyltransferase inhibition. AID 1645870. Potency, µM (top dose mostly 114 µM), for inactives: top-dose activity change, negative = inhibition, hits mostly inhibitors. hit rate 2.5% among 59,000. NTMT1 MTase-Glo SAH luminescence, purified enzyme. Q9BV86;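 also: plate controls were DMSO vehicle for no effect and no enzyme for full effect; nearly all actives have a fitted effect of over 65% in size; many of its hits are not listed in these tables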
Target sequence (Q9BV86 whole entry, looked up): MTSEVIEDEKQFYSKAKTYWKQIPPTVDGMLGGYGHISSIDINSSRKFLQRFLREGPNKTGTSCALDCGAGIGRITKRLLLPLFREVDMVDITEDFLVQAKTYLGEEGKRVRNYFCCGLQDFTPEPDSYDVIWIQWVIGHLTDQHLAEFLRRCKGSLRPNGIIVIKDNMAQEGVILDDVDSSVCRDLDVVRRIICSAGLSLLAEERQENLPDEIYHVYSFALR
FH mod = Identification of activators of human fumarate hydratase by quantitative high-throughput screening; Fumarate hydratase, mitochondrial (Homo sapiens), P07954; FH coupled MDH/diaphorase resazurin fluorescence, 15 min; Potency, µM (doses to about 79.9 µM), without a hit: at the highest dose activity change, negative = inhibition, most hits filed as inhibitors; hit rate 0.22% among 54,000; AID 1347055, 2019; also: the screen sought activators but most active calls are inhibition curves; nearly all actives have a fitted effect of over 45% in size
Target sequence (P07954 whole entry, looked up): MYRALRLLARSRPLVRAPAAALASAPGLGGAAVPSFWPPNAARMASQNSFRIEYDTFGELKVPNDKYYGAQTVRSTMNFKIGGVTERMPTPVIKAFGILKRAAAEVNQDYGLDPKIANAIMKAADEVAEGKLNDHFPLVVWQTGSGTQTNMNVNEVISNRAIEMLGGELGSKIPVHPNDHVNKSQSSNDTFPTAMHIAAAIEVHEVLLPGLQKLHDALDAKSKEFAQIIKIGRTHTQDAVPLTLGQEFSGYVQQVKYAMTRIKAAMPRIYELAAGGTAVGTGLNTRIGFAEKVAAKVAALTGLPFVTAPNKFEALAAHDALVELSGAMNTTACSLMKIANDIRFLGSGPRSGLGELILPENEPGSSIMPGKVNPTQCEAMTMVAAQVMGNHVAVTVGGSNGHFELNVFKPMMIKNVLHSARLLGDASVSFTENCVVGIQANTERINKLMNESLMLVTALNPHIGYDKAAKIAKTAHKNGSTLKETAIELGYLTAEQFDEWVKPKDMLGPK
Active calls of the source: *; ? = inconclusive; & = joins results of further samples; ! = a repeat was not active; [ ] = remark or other dose. Calls follow the shape of the dose curve; as a rule, active = well fitted curve in the direction sought with a large enough effect; inconclusive = small, poorly fitted or top-dose-only effect, or another doubt; inactive = no such curve, though single readings can be large; an effect the other way counts as inactive or inconclusive. Unless noted, % is scaled to controls: 0 for no effect and ±100 for the full control effect; potency is read from the fitted curve at half-maximal effect. The list is partial; the hit share may differ from the screen's.

SMILES | NTMT1 inh | FH mod
CCn1cc(C(=O)O)c(=O)c2cc(F)c(N3CCNCC3)cc21 | 9.1% | -6.6%&4.5%[53.3 µM]
CC1(C)CC[C@]2(C(=O)O[C@@H]3O[C@H](CO)[C@@H](O)[C@H](O)[C@H]3O)CC[C@]3(C)C(=CCC4[C@@]5(C)CC[C@H](O[C@H]6O[C@H](CO)[C@@H](O)[C@H](O[C@@H]7O[C@H](CO)[C@@H](O)[C@H](O)[C@H]7O)[C@H]6O)C(C)(C)C5CC[C@]43C)[C@@H]2C1 (stereo partly specified) | 4.7%[12.6 µM] | -7.1%[20.6 µM]
COC1=CC(=O)C[C@@H](C)[C@]12Oc1c(Cl)c(OC)cc(OC)c1C2=O | 27.3%[57.5 µM] | -9.3%[53.3 µM]
C[C@H]1CC[C@@]2(OC1)O[C@H]1CC3[C@@H]4CC[C@@H]5C[C@@H](O[C@@H]6O[C@H](CO)[C@@H](O[C@@H]7O[C@H](CO[C@@H]8OC[C@@H](O)[C@H](O)[C@H]8O)[C@@H](O[C@@H]8O[C@H](CO)[C@H](O)[C@H](O)[C@H]8O)[C@H](O)[C@H]7O)[C@H](O)[C@H]6O)CC[C@]5(C)C4CC[C@]3(C)[C@H]1[C@@H]2C (stereo partly specified) | -4.2%[12.6 µM] | -3.7%[20.6 µM]
C#CCN[C@@H]1CCc2ccccc21 | 32.7%[activator][57.5 µM] | 6.2%&1.7%[53.3 µM]
CC(=O)Oc1cccc(C)c1 | 41.9%[activator][57.5 µM] | -7.1%[53.3 µM]
CO[C@@H]1[C@@H](O[C@@H]2O[C@H](C)[C@@H](O[C@H]3C[C@@](C)(O)[C@@H](O)[C@H](C)O3)[C@H](N(C)C)[C@H]2O)[C@@H](CC=O)C[C@@H](C)[C@@H](O[C@@H]2CC[C@H](N(C)C)[C@@H](C)O2)/C=C/C=C/C[C@@H](C)OC(=O)C[C@H]1OC(C)=O | 10.9%[57.5 µM] | -8.7%[53.3 µM]
COC(=O)C1=C2Nc3ccccc3C23CCN2CCCC(C(C)O)(C1)C23 (stereo unspecified) | 11.1%[29.8 µM] | 0.7%[53.3 µM]
C[C@H](C(=O)NC1CCCC1)N(C(=O)Cn1nnc(-c2ccc3c(c2)OCO3)n1)C1CCCCC1 | -9.8%[57.5 µM] | 0.1%
CC(C)C[C@H](NC(=O)CNC(=O)c1cc(Cl)ccc1Cl)B(O)O | 11.6% | 2.1%[53.3 µM]

Brought forward from above: 4 entries; new compounds follow.
SMILES | NTMT1 inh | FH mod
CO[C@@H]1[C@@H](O[C@@H]2O[C@H](C)[C@@H](O[C@H]3C[C@@](C)(O)[C@@H](O)[C@H](C)O3)[C@H](N(C)C)[C@H]2O)[C@@H](CC=O)C[C@@H](C)[C@@H](O[C@@H]2CC[C@H](N(C)C)[C@@H](C)O2)/C=C/C=C/C[C@@H](C)OC(=O)C[C@H]1OC(C)=O | 10.9%[57.5 µM] | -8.7%[53.3 µM]
COC(=O)C1=C2Nc3ccccc3C23CCN2CCCC(C(C)O)(C1)C23 (stereo unspecified) | 11.1%[29.8 µM] | 0.7%[53.3 µM]
C[C@H](C(=O)NC1CCCC1)N(C(=O)Cn1nnc(-c2ccc3c(c2)OCO3)n1)C1CCCCC1 | -9.8%[57.5 µM] | 0.1%
CC(C)C[C@H](NC(=O)CNC(=O)c1cc(Cl)ccc1Cl)B(O)O | 11.6% | 2.1%[53.3 µM]
C=C1Cc2c(Cl)cc3[nH]c4c5c3c2[C@@]2(O)[C@@H]1C[C@@H]2C(C)(C)O[C@H]5C1CC[C@@]2(O)[C@@]35O[C@@H]3[C@H]3OC(C)(C)[C@H]3O[C@H]5CC[C@]2(C)[C@@]41C (stereo partly specified) | -13.7%[12.6 µM] | 1.7%[20.6 µM]
CCC(O)(C(=O)OCc1ccccc1NC(=O)CCC(=O)O)C(C)O (stereo unspecified) | 9.6%[29.8 µM] | 10.8%[53.3 µM]
CC(C)(C)c1ccc(S(=O)(=O)Nc2ccc(Cl)cc2C(=O)c2cc[n+]([O-])cc2)cc1 | 4.5%[57.5 µM] | -4.2%
O=C(Nc1cccc2c(=O)cc(-c3nn[nH]n3)oc12)c1ccc(OCCCCc2ccccc2)cc1 | 17.8µM* | ?
C=C1CC[C@@H]2[C@](C)(CO)[C@H](O)CC[C@@]2(C)[C@@H]1C/C=C1/C(=O)OCC1O (stereo partly specified) | 4.4%[57.5 µM] | 1.9%
NC(N)=NC(=O)c1nc(Cl)c(N)nc1N | ? | -3.5%&2.4%&-8.8%[53.3 µM]
O=C(OC[C@H]1O[C@H](O[C@H]2CO[C@H](CO)[C@@H](O)[C@@H]2O)[C@H](O)[C@@H](O)[C@H]1O)c1ccccc1 | 23.0%[29.8 µM] | -1.4%[53.3 µM]
CC(=O)[C@@]1(O)CC[C@H]2[C@@H]3CCC4=CC(=O)CC[C@]4(C)[C@H]3CC[C@@]21C | 27.0%[57.5 µM] | -5.7%&-0.6%[53.3 µM]
CC1(C)CCC2(C(=O)OC3OC(CO)C(O)C(O)C3O)CCC3(C)C(=CCC4C5(C)CCC(O)C(C)(C(=O)O)C5CCC43C)C2C1O (stereo unspecified) | -2.8%[12.6 µM] | 2.0%[20.6 µM]
CN1C2CCC1CC(OC(=O)C(CO)c1ccccc1)C2 (stereo unspecified) | 5.6% | -8.6%&-6.5%&2.6%[53.3 µM]
COc1c(N2C[C@@H]3CCCN[C@@H]3C2)c(F)cc2c(=O)c(C(=O)O)cn(C3CC3)c12 | -4.9%[57.5 µM] | 0.1%[53.3 µM]
COc1ccc(Cl)c(Nc2nc3ccccc3nc2NS(=O)(=O)c2cccc(NC(=O)C(C)(C)N)c2)c1 | ? | -26.8%
C=C1C(=O)O[C@@H]2/C=C(/C)[C@@H](OC(C)=O)C/C=C(\C)C[C@@H](OC(=O)/C(=C/CO)CO)[C@@H]12 | -18.9%[29.8 µM] | 3.4%[53.3 µM]
Cc1[nH]c2ccccc2c1CCNCc1ccc(/C=C/C(=O)NO)cc1 | 2.4% | 19.1%
N#Cc1c(N(CC(=O)O)CC(=O)O)sc(C(=O)O)c1CC(=O)O | 9.2%[57.5 µM] | 2.0%[53.3 µM]
C=C1CCC[C@]2(C)CC[C@@](O)(C(=C)C(=O)O)C[C@@H]12 | 1.3%[57.5 µM] | -2.0%
NC(=O)c1ncn([C@@H]2O[C@H](CO)[C@@H](O)[C@@H]2O)n1 | 6.1%[57.5 µM] | 10.6%[53.3 µM]
CC[C@@H]([C@H](C)O)n1ncn(-c2ccc(N3CCN(c4ccc(OCC5CO[C@@](Cn6cncn6)(c6ccc(F)cc6F)C5)cc4)CC3)cc2)c1=O (stereo partly specified) | -28.2% | 14.9%[53.3 µM]
CCN(CCNC(=O)Nc1ccccc1Br)c1cccc(C)c1 | 6.7%[57.5 µM] | -3.6%
C/C(=C(/OCCOc1ccc(Cl)cc1)c1ccc(Cl)cc1Cl)n1ccnc1 | 32.7%[activator][57.5 µM] | -4.5%[53.3 µM]
O=C(O)c1ccc(-c2c[nH]c3ncc(-c4ccccc4)cc23)cc1C1CCCC1 | 25.1µM* | 31.6µM*!
CC1(C)O[C@@H]2[C@@H](CO[C@@]3(COS(N)(=O)=O)OC(C)(C)O[C@@H]23)O1 | -18.7%[57.5 µM] | 1.0%[53.3 µM]
CC(CCc1ccccn1)(CCc1ccccn1)C(=O)c1ccccc1 | 20.4% | 0.7%
Cn1ncc2cc(-c3cnc(N)c(Cl)c3N3CCC4(CCNC4=O)CC3)ccc21 | -6.2% | -6.3%
C[C@]12CCC[C@](C)(C(=O)O)C1CCC13C=C(CO)C(CCC12)C3 (stereo partly specified) | -1.9%[29.8 µM] | -4.0%[53.3 µM]
O=C(NCc1ccc(OC(F)(F)F)cc1)C1c2c(F)cccc2C(=O)N1CCc1ccccn1 (stereo unspecified) | 1.8%[57.5 µM] | -3.4%
CC(C)[C@@](C)(O)[C@@H]1CN(c2nc(-c3[nH]nc4ncccc34)c(F)cc2Cl)CCN1 | ? | 0.0%
FC1(F)C(F)(F)C(F)(F)C2(F)C(F)(F)C(F)(F)C(F)(F)C(F)(F)C2(F)C1(F)F (stereo unspecified) | 53.5%[activator][57.5 µM] | -9.6%[53.3 µM]
CCc1cnn2c(NCc3ccc[n+]([O-])c3)cc(N3CCCCC3CCO)nc12 (stereo unspecified) | -6.2%[57.5 µM] | 7.3%
O=C(O)c1cc(O[C@@H]2O[C@H](CO)[C@@H](O)[C@H](O)[C@H]2O)ccc1O | 1.4%[29.8 µM] | -2.5%[53.3 µM]
NC(Cc1ccc(Cl)cc1)C(=O)O (stereo unspecified) | 18.5%[0.501 µM] | -22.8%[53.3 µM]
Cn1cnc2c(NCc3ccccc3)nc(NCCO)nc21 | -11.5% | 10.8%
CCNC(=O)[C@@H]1CCCN1C(=O)[C@H](CCCN=C(N)N)NC(=O)[C@H](CC(C)C)NC(=O)[C@@H](C)NC(=O)[C@H](Cc1ccc(O)cc1)NC(=O)[C@H](CO)NC(=O)[C@H](Cc1c[nH]c2ccccc12)NC(=O)[C@H](Cc1cnc[nH]1)NC(=O)[C@@H]1CCC(=O)N1 | -4.2%[29.8 µM] | 5.3%[53.3 µM]
C[C@]12CCC(=O)C=C1C=C[C@@H]1[C@@H]2CC[C@@]2(C)[C@H]1CC[C@@]21CCC(=O)O1 | ? | -6.7%[53.3 µM]
C=CCc1ccc(O[C@@H]2O[C@H](CO[C@@H]3O[C@H](CO)[C@@H](O)[C@H](O)[C@H]3O)[C@@H](O)[C@H](O)[C@H]2O)c(O)c1 | 4.0%[29.8 µM] | 2.5%[53.3 µM]
C[C@@H]1CCC2C(C)(C)[C@H](O)CC[C@]2(C)[C@@]12Cc1c(O)cc3c(c1O2)CN([C@@H](CCC(=O)O)C(=O)O)C3=O (stereo partly specified) | 5.3%[29.8 µM] | 3.8%[53.3 µM]
O=C(c1ccc(F)cc1)C1CCN(CCn2c(=O)nc3n(c2=O)CCCC3)CC1 | 4.7%[57.5 µM] | 2.6%
CN(CCCNC(=O)c1ccc2nc3c(c(Cl)c2c1)CCCC3)Cc1ccccc1 | ? | -3.0%
O=C1CC(c2ccc([N+](=O)[O-])cc2)=NN1c1ccccc1 | -11.5%[57.5 µM] | -8.1%
COC1CC(=O)CCC(C)OC(=O)CC1O (stereo unspecified) | 6.1%[57.5 µM] | -1.0%
Cc1c(NC(=O)c2cc3c(s2)CCCC3)cccc1-c1cn(C)c(=O)c(Nc2ccc(C3C(=O)N(C)CCN3C)cc2)n1 (stereo unspecified) | 0.1% | -11.4%
OC(CC1c2ccccc2-c2cncn21)C1CCCCC1 (stereo unspecified) | 5.1%[57.5 µM] | 12.6%
CCC(CC)C(=O)Nc1sc2c(c1C#N)CCC(C(C)(C)CC)C2 (stereo unspecified) | 1.7%[57.5 µM] | -10.0%
C=C1CCCC2(C)CC3(OC)OC(=O)C(C)=C3CC12 (stereo unspecified) | 13.6%[57.5 µM] | 0.0%
O=C(O)CCc1cc2ccoc2cc1O[C@@H]1O[C@H](CO)[C@@H](O)[C@H](O)[C@H]1O | 15.9%[29.8 µM] | 0.7%[53.3 µM]
C[C@@H]1C(=O)O[C@H]2[C@H](O)C34[C@H]5C[C@@H](C(C)(C)C)C36[C@@H](OC(=O)[C@@H]6O)O[C@@]4(C(=O)O5)[C@@]12O (stereo partly specified) | 0.0%[29.8 µM] | 9.8%[53.3 µM]
CC(C)(O)CCc1ccc(OCc2cc(-c3cccc(OC(F)F)c3)c3ncccc3c2)cc1 | 7.9%[57.5 µM] | ?
COc1c2c(c(C)c3c1C(=O)OC3)O[C@@]1(C)C[C@@H](OC(C)=O)[C@]34O[C@](OC)(CC[C@]3(C)[C@H]1C2)OC4(C)C | -8.4%[29.8 µM] | -12.8%[53.3 µM]
CCC(C)C(=O)OC[C@H]1O[C@H](O[C@H]2O[C@H](CO)[C@@H](O)[C@H](O)[C@H]2O)[C@H](O)[C@@H](O)[C@@H]1O (stereo partly specified) | 9.3%[29.8 µM] | -1.3%[53.3 µM]
OC[C@H]1O[C@@H](Oc2cc(O)cc(-c3cc4ccc(O[C@@H]5O[C@H](CO)[C@@H](O)[C@H](O)[C@H]5O)cc4o3)c2)[C@H](O)[C@@H](O)[C@@H]1O | 5.5%[29.8 µM] | 0.4%[53.3 µM]

Additional records.
SMILES | NTMT1 inh | FH mod
COc1ccc(C2(CNC(=O)c3ccc(NC(=O)c4ccco4)cc3)CCOCC2)cc1 | 4.4%[57.5 µM] | 5.1%
CC(C)c1cc2c(N3CCN(C4=NCC(C)(C)S4)CC3)ncnc2s1 | 0.4%[57.5 µM] | -2.8%
C=CC1C(O[C@@H]2O[C@H](CO)[C@@H](O)[C@H](O)[C@H]2O)OC=C(C(=O)OC)C1Cc1nccc2c1[nH]c1ccccc12 (stereo partly specified) | 13.4%[29.8 µM] | -0.2%[53.3 µM]
CC1=C(/C=C/C(C)=C/C=C/C(C)=C/C(=O)O)C(C)(C)CCC1 | 79.4µM*! | ?
C=C(C)[C@H]1C[C@@H](O)C(=C)CC[C@@H](O)C(=C)[C@@H](O)C1 | 16.1%[57.5 µM] | -1.6%
COc1ccccc1[C@H](c1cccc2ccccc12)[C@@](C)(C#N)C(=O)N1CCC(c2cccc(C(F)(F)F)c2)CC1 | 16.0%[57.5 µM] | -8.6%[53.3 µM]
COc1ccc([C@@H]2Sc3ccccc3N(CCN(C)C)C(=O)[C@@H]2OC(C)=O)cc1 | -5.0% | -15.6%&1.7%[53.3 µM]
CC(=O)O[C@@H]1[C@H]2[C@@H](OC(=O)c3ccccc3)[C@@H](C)C[C@]2(O)[C@H](OC(C)=O)[C@@]2(C)[C@@H]3CC(C)(C)C(=O)[C@]3(OC(C)=O)C[C@@]12C | 5.5%[12.6 µM] | -2.0%[20.6 µM]
